LDHA block: qHTS assay for inhibitors of human lactate dehydrogenase; L-lactate dehydrogenase A chain (Homo sapiens), P00338; purified LDHA, NADH/diaphorase-resazurin fluorescence; hits give low values; activity change, % (values are at about 110 or 230 µM); 480,000 compounds, 0.15% hits; AID 1347041, 2019; in the data active = activity change below about -30%; inconclusive = mostly about -25% to -30%;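 also: plate controls were DMSO wells for no effect and wells without enzyme for full effect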
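Human LDH5 (2 nM) was incubated with 0.06 mM NADH and 0.2 mM pyruvate for 5 min at room temperature in Tris pH 7.4. Remaining NADH was coupled through diaphorase/resazurin, and resorufin fluorescence was read at 0 and 20 min.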
RXFP1 agonist: qHTS Assay for Agonists of the Relaxin Receptor RXFP1; Relaxin receptor 1 (Homo sapiens), Q9HBX9; HEK293T-RXFP1 cAMP TR-FRET, 30 min; response scale: percent of porcine relaxin response, buffer zero; Potency, µM (titrated, usually from 57.5 µM), for the others: top-dose activation, actives largely listed as activators; 370,000 compounds, 0.3% hits; also: potency is read from the fitted curve at half-maximal effect; % is scaled to controls: 0 for no effect and ±100 for the full control effect; nearly all actives have a fitted effect of over 60% in size; many of its hits are not listed in these tables
Target sequence (Q9HBX9 whole entry, looked up): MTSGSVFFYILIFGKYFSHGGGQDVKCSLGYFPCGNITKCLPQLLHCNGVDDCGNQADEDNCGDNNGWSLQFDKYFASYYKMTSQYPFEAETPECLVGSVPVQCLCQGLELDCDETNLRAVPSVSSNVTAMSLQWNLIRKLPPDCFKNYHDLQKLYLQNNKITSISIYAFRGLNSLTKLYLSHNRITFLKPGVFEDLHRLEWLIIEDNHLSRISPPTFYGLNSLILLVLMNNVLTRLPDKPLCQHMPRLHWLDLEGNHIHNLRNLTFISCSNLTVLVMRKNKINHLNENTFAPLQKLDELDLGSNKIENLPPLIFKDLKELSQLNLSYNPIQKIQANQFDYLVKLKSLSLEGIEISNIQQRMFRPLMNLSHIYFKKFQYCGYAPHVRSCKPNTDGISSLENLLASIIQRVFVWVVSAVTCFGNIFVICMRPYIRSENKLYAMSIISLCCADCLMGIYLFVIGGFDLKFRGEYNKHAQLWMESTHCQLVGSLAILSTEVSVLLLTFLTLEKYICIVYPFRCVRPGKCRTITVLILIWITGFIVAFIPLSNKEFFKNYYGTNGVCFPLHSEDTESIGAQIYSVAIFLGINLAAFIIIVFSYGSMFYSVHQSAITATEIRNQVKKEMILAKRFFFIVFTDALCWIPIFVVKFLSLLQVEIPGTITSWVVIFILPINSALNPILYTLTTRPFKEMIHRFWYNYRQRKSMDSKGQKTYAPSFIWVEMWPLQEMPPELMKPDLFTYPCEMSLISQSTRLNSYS
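cAMP rise read by TR-FRET after 30 min, 37C compound exposure (up to 58 uM) in RXFP1-transfected HEK293 cells with Ro 20174 present. EC50 from Hill-equation fits, with 29 nM porcine relaxin as 100% and buffer as basal.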
GRP78 ERSR act: qHTS for Inducers of the Endoplasmic Reticulum Stress Response (ERSR) in Human Glioma: qHTS; 420,000 compounds, 0.02% hits; U87-MG GRP78 promoter luciferase reporter, 16 h; AID 602332, 2012; Potency, µM, inactives show at the highest dose activation, actives largely listed as activators; also: potency is read from the fitted curve at half-maximal effect; series mostly up to about 76 µM; % of control where 0% means no effect; nearly all actives have a fitted effect of over 35% in size
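Stably transfected U87-MG human glioma cells carrying a GRP78-based luminescent sensor were seeded at 1000 cells/well, pin-dosed with compounds and incubated 16 h. Luciferase reagent was then added, and end-point luminescence was read after 10 min at room temperature.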
USP1 inh: Inhibitors of USP1/UAF1: Primary Screen; Ubiquitin carboxyl-terminal hydrolase 1 (Homo sapiens), O94782; recombinant USP1/UAF1, Ub-Rhodamine cleavage fluorescence; Potency, µM (titrated, usually from 57.1 µM), for inactives: top-dose activity change, negative = inhibition, actives largely listed as inhibitors; 390,000 compounds, 0.23% hits; also: potency is read from the fitted curve at half-maximal effect; % is scaled to controls: 0 for no effect and ±100 for the full control effect; nearly all actives have a fitted effect of over 60% in size; inactives centre near -12
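High-throughput fluorogenic screen: 1nM USP1/UAF1 complex, Ub-Rho substrate 150nM final, 50mM HEPES pH 7.8 with 0.5mM EDTA, 0.1 mg/ml BSA, 1mM TCEP and 0.01% Tween-20.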
Vif-A3F inh: qHTS for Inhibitors of Vif-A3F Interactions: qHTS; 390,000 compounds, 0.2% hits; HeLa A3F-eYFP + Vif (tagged APOBEC3F with the HIV-1 protein that degrades it), YFP fluorescence increase; AID 602313, 2012; Potency, µM (titrated, usually from 46.1 µM), for inactives: top-dose activity, negative = active; also: potency is read from the fitted curve at half-maximal effect; % of control where 0% means no effect; nearly all actives have a fitted effect of over 65% in size
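HeLa cells stably expressing A3F-eYFP plus Vif, plated and incubated overnight at 37 deg C, then exposed to compounds overnight at 37 deg C. Blocked degradation read as raised yellow fluorescence (Ex 488/Em 500-530).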
Vif-APOBEC3G blk: qHTS for Inhibitors of Vif-A3G Interactions: qHTS; HeLa A3G-eYFP + Vif (tagged APOBEC3G with the HIV-1 protein that degrades it), YFP fluorescence, overnight; AID 602310, 2012; 410,000 compounds, 0.076% hits; Potency, µM (titrated, usually from 46.1 µM), inactives show top-dose activity, negative = active, usual class: inhibitors; DNA dC->dU-editing enzyme APOBEC-3G (Homo sapiens), Q9HC16;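 also: potency is read from the fitted curve at half-maximal effect; % is scaled to controls: 0 for no effect and ±100 for the full control effect; nearly all actives have a fitted effect of over 60% in size; hits raise eYFP signal because A3G escapes Vif-driven loss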
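Read-out is eYFP fluorescence (Ex 488/Em 500-530) from Vif-expressing HeLa A3G-eYFP cells; more signal means A3G escaped Vif-mediated degradation. Cells plated overnight, compound pinned in, incubated overnight at 37 deg C.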
TrxR1 substrate: qHTS Assay for Substrates of Mammalian Selenoprotein Thioredoxin Reductase 1 (TrxR1): qHTS | Thioredoxin reductase 1, cytoplasmic (Rattus norvegicus), O89049 | purified TrxR1 substrate turnover, NADPH consumption readout | Potency, µM (titrated, usually from 114 µM), without a hit: top-dose activity change, negative = substrate turnover | 390,000 compounds, 0.01% hits; also: potency is read from the fitted curve at half-maximal effect; % is scaled to controls: 0 for no effect and ±100 for the full control effect; nearly all actives have a fitted effect of over 50% in size
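Rat TrxR1, dispensed at 90 nM, was prereduced with 400 uM NADPH (final) for 5 min at ~22 deg C, then incubated with compound 15 min before 400 uM selenite. A first-read NADPH fluorescence drop versus no-compound background flagged substrates.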
PI4K2A inh: qHTS for small molecular inhibitors of PI4K2A; activity change, negative = inhibition, % at 76.9 µM; 420,000 compounds, 0.13% hits; Phosphatidylinositol 4-kinase type 2-alpha (Homo sapiens), Q9BTU6; purified PI4K2A, ADP-Glo luminescence, 1 h; hits give low values; in the data active = activity change below about -50%; inconclusive = mostly about -30% to -49%;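 also: -100% = wells without enzyme as full effect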
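In this quantitative HTS, ADP production by PI4K2A was quantified luminescently after 1 h at ambient temperature; 100 microM adenosine served as plate-quality control.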
IDH1 R132H inh: qHTS for Inhibitors of mutant isocitrate dehydrogenase 1 (IDH1): qHTS; IDH1-R132H enzyme, NADPH consumption, diaphorase/resazurin fluorescence; Potency, µM (doses to about 76.6 µM), for inactives: at the highest dose activity change, negative = inhibition, hits mostly inhibitors; 390,000 compounds, 0.093% hits; AID 602179, 2012; also: potency is read from the fitted curve at half-maximal effect; % is scaled to controls: 0 for no effect and ±100 for the full control effect; nearly all actives have a fitted effect of over 65% in size
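IDH1-R132H (0.5 ug/mL dispensed) in pH 7.5 Tris buffer was preincubated 30 min with compound, then given a substrate mix of 0.016 mM NADPH and 2 mM alpha-KG for 80 min at room temperature; remaining NADPH was read by diaphorase/resazurin fluorescence.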
Active calls of the source: *; ? = inconclusive; / = not tested or not shown; [ ] = another dose, or the depositor's remark. Unless noted, calls follow the shape of the dose curve; as a rule, active = well fitted curve in the direction sought with a large enough effect; inconclusive = small, poorly fitted or top-dose-only effect, or another doubt; inactive = no such curve, though single readings can be large; an effect the other way counts as inactive or inconclusive. Only part of the results is shown. The share of hits here may be higher or lower than overall.

compound	LDHA block	RXFP1 agonist	GRP78 ERSR act	USP1 inh	Vif-A3F inh	Vif-APOBEC3G blk	TrxR1 substrate	PI4K2A inh	IDH1 R132H inh
C/C(CCC(C)C)=N\NC(=S)Nc1cc(S(=O)(=O)N2CCOCC2)ccc1N1CCOCC1	0	0.8%	-7%	-7%	1%	0%	9%[57.1 µM]	-6	-1%
CCOC(=O)C1CCN(c2ccc([N+](=O)[O-])cc2)CC1	1	1.5%	-3%	-6%	5%	-7%	-9%	-2	-6%
Cc1ccc(S(=O)(=O)N2CCCCC2)cc1NC(=O)CCc1nc2ccccc2c(=O)[nH]1	11	4.2%	-2%	-18%	-12%	-7%	-6%	-1	4%
COc1ccccc1CNc1cc(-c2ccccc2)nc2nncn12	2	0.5%	-3%	-28%	6%	0%	-2%	4	4%
CC(C)C(OC(=O)c1cc2occc2n1C)C(=O)NCc1ccc2c(c1)OCO2 (stereo not drawn)	-1	2.2%	-2%	-18%	-4%	1%	10%	0	3%
COc1ccc(CCN2CNc3c(c(=O)n(C)c(=O)n3C)C2)cc1	-3	0.0%	-1%	-1%	-1%	1%	7%[57.1 µM]	-1	13%
CCOC(=O)c1[nH]c2ccccc2c1NC(=O)c1ccc(OC)c(OC)c1	2	-0.7%	-3%	8%	1%	-9%	4%[2.29 µM]	1	-6%
FC(F)(F)C1=CC(c2ccc(Br)cc2)=NCCN1	-6	1.0%	-2%	1%	-1%	0%	-16%	-5	-4%
COc1ccc(N2Cc3cccc(C(=O)Nc4ccc(Cl)cc4)c3C2=O)cc1	-2	6.0%	-2%	-11%	-4%	-6%	4%	3	8%
CCOc1ccc(CCNC(=O)COC(=O)c2c(OC)cccc2OC)cc1OCC	-3	2.5%	-2%	-20%	-1%	1%	4%	6	10%
CC1(C)CC(N2CCN(CCO)CC2)=CC(=S)N1	-2	-0.9%	1%	-16%	-1%	0%	6%[57.1 µM]	-3	-5%
O=C(Nc1cccc(Cl)c1)c1cc(S(=O)(=O)N2CCOCC2)cs1	-2	0.8%	-3%	-5%	0%	0%	-6%	0	0%
Cc1ccc(Nc2nc(N)nc(CN3CCN(Cc4ccc5c(c4)OCO5)CC3)n2)cc1	-5	-0.4%	-1%	-19%	2%	-8%	8%[57.1 µM]	-4	6%
O=S(=O)(NCc1ccco1)c1cccc(S(=O)(=O)N2CCCCC2)c1	-2	0.2%	-3%	-20%	0%	0%	-1%	-5	5%
COc1ccc(C(=O)c2cc(C(C)=O)c(Nc3ccccc3)s2)cc1	-3	1.8%	0%	2%	2%	-5%	10%[57.1 µM]	0	4%
COc1cc(CNC(=O)c2cc(-c3cc(OC)ccc3Cl)n[nH]2)cc(OC)c1	-4	/	6%	/	/	-6%	/	-4	/
CCOc1ccc(S(=O)(=O)NCCC(=O)N2CCN(Cc3ccccc3)CC2)cc1	-4	-0.5%	-3%	-20%	7%	5%	7%	3	-1%
CC(C)NC(=O)NS(=O)(=O)c1cnccc1NC1CC2CCC1C2 (stereo not drawn)	-5	1.3%	0%	-32%	-8%	-1%	10%[57.1 µM]	4	0%
CCOC(=O)C1=C(COC(=O)C2(C)CC2(Cl)Cl)NC(=O)NC1c1ccccc1 (stereo not drawn)	-3	-0.9%	-3%	-19%	-1%	0%	3%	-1	0%
COc1ccc(-c2[nH]ncc2CNCCCSC)cc1F	0	0.7%	-6%	-10%	-1%	0%	13%	-4	7%
COc1ccc(C(CNC(=O)c2oc3ccccc3c2C)N2CCCC2)cc1 (stereo not drawn)	-8	-0.9%	0%	-15%	7%	-1%	-7%	3	1%
O=C(O)c1ccc(-c2ccc(OS(=O)(=O)c3ccccc3F)cc2)cc1	-3	3.9%	12%	-8%	6%	0%	2%[57.1 µM]	4	6%
C=C1CCC(N(O)c2cc(C)on2)C(=C)CCC2C1CC2(C)C (stereo not drawn)	2	-0.2%	-2%	?	-6%	4%	0%[57.1 µM]	9	14%
O=C(O)[C@@H]1Cc2ccccc2N1	4	0.8%	-6%	-22%	-6%	1%	11%	3	4%
CC1=CC2=NC(=O)/C(=C\c3cccn3CCOc3ccccc3)C(=N)N2O1	-5	3.9%	-3%	-25%	-1%	-4%	-5%	-6	0%
O=C(O)CCCN=CC1=C(O)CNC1=O	-1	0.7%	-4%	-16%	1%	-1%	6%[57.1 µM]	-1	1%
Cc1ccc(C)c(N2CCN(CCCNC(=O)Cn3cc4c(n3)CCCCC4)CC2)c1	-2	-0.2%	-6%	-8%	-11%	-2%	0%[57.1 µM]	4	10%
O=C(c1ccc2c(c1)N(Cc1cccc(Cl)c1)C(=O)c1ccccc1S2(=O)=O)N1CCN(c2ccccn2)CC1	0	0.1%	-3%	-15%	1%	0%	11%	-22	4%
O=C(NNC(=O)c1ccccc1F)c1cccc(S(=O)(=O)N2CCc3ccccc32)c1	-3	/	8%	-12%	11%	1%	-4%	2	-10%
Cc1ccc(SCC(=O)OCC(=O)N(C)CC(=O)Nc2ccc(F)cc2)cc1C	3	-0.6%	-2%	-20%	2%	1%	-9%	1	5%

Exported with values under each structure: two of the compounds above.
Values in the order – LDHA block, RXFP1 agonist, GRP78 ERSR act, USP1 inh, Vif-A3F inh, Vif-APOBEC3G blk, TrxR1 substrate, PI4K2A inh, IDH1 R132H inh
C=C1CCC(N(O)c2cc(C)on2)C(=C)CCC2C1CC2(C)C (stereo not drawn)
 : 2, -0.2%, -2%, ?, -6%, 4%, 0%[57.1 µM], 9, 14%
O=C(NNC(=O)c1ccccc1F)c1cccc(S(=O)(=O)N2CCc3ccccc32)c1
 : -3, /, 8%, -12%, 11%, 1%, -4%, 2, -10%

Remaining list, next part
compound	LDHA block	RXFP1 agonist	GRP78 ERSR act	USP1 inh	Vif-A3F inh	Vif-APOBEC3G blk	TrxR1 substrate	PI4K2A inh	IDH1 R132H inh
CN(C)c1nc(OCCNC(=O)Nc2ccc(Cl)cc2)nc(N(C)C)n1	0	-1.8%	-3%	-18%	7%	4%	-6%	4	1%
CCCCNCCOCCOc1ccc(F)cc1	-15	0.0%	-6%	-2%	/	1%	-4%	-18	-2%
O=C(N/N=C/c1cccnc1)c1cccc(S(=O)(=O)N2CCCC2)c1	0	0.8%	-3%	-22%	10%	-13%	1%	1	2%
CCc1noc(C)c1C(=O)OCC(=O)NC(=O)c1ccccc1OC	-2	0.7%	-2%	-9%	1%	-9%	-2%	-1	-16%
CCN(CC)CCCNC(=O)Cn1ccc2ccccc2c1=O	-7	-1.8%	-4%	-8%	6%	1%	8%[57.1 µM]	-1	-2%
CC1CCC(N2CCN(S(C)(=O)=O)CC2)CC1 (stereo not drawn)	-34*	0.6%	-4%	-11%	-4%	0%	2%	3	13%
COCCN1Cc2cccc(C(=O)NC(C)c3cccs3)c2C1=O (stereo not drawn)	6	-0.2%	5%	-25%	-1%	-1%	0%	5	1%
CC(C)c1onc(C(=O)N2CCN(c3ccc(F)cc3)CC2)c1[N+](=O)[O-]	-2	1.2%	-2%	-22%	5%	1%	-4%	4	0%
COc1ccc(NC(=O)CN(c2ccc(C)cc2)S(=O)(=O)c2c(C)nn(C)c2C)cc1	-7	-0.3%	-3%	-9%	2%	-4%	2%	1	-6%
CCN(c1ccccc1)S(=O)(=O)c1cc(NC(=O)CSc2n[nH]c(=O)[nH]c2=O)ccc1Cl	-14	-1.9%	-4%	-5%	12%	-6%	0%	1	6%
CCn1c(=NC(=O)c2cccc(N3C(=O)CCC3=O)c2)sc2c(C)ccc(OC)c21	-6	9.0%	3%	-22%	2%	2%	139%[activator]	1	11%
Cc1ccc(-c2csc(-c3c[nH]c4ccccc34)n2)c(C)c1	3	2.7%	8%	-17%	-2%	-12%	-7%	-5	13%
CC(C)Cc1nnc(NC(=O)CN2C(=O)C3CCCCC3C2=O)s1 (stereo not drawn)	-3	0.5%	-5%	-11%	-17%	2%	-5%	3	7%
CC(=O)c1ccc(NC(=O)CSc2nc(-c3ccccc3F)nc3c2c(=O)n(C)c(=O)n3C)cc1	1	0.3%	-4%	?	-6%	0%	-1%[57.1 µM]	4	1%
CCCN1Cc2cccc(C(=O)NC3CCCC3)c2C1=O	-3	0.9%	-7%	-8%	1%	2%	9%[57.1 µM]	-6	-8%
CCOc1ccc(-n2c(CCC(=O)O)ccc2-c2ccc(Br)cc2)cc1	-3	6.9%	/	?	/	/	-1%	5	/
O=C1SC(c2ccccc2)=N/C1=C/c1ccco1	-3	1.4%	-2%	-5%	-15%	0%	7%	5	-1%
Cc1ccc(C(=O)Nc2nc(-c3cc(Cl)sc3Cl)cs2)cc1	-1	3.9%	2%	-20%	-3%	-1%	20%	-1	8%

Screens deposited in PubChem by National Center for Advancing Translational Sciences (NCATS).
